SRC1 TRFRET art: flags TR-FRET format artefacts in PPARgamma SRC-1 recruitment agonist screen | TR-FRET ratio at 8 µM | AID 1051 | 0.34% of 99,000 active | TR-FRET detection artefact counter-screen, emission ratio; active compounds read high; in the data active = TR-FRET ratio above about 2300; note: inactives centre near 1800; reference of the scale not given here
SRC3 TRFRET art: TR-FRET artefact, counter-screen to PPARgamma/SRC-3 agonist assay | PPARgamma/SRC-3 format; active compounds read high | TR-FRET ratio at 8 µM | 0.39% of 99,000 active; in the data active = TR-FRET ratio above about 2000; note: inactives centre near 1600; reference of the scale not given here
* hit, by the source's call. Some of the compounds tested; the hit share may differ from the screen's.

SMILES | SRC1 TRFRET art | SRC3 TRFRET art
Fc1cccc(CSc2ccc3nnc(-c4cccnc4)n3n2)c1 | 1756 | 1549
CCOC(=O)C1CCN(c2ccc([N+](=O)[O-])cc2)CC1 | 1922 | 1727
Cc1cc(OCCn2cnc3ccccc3c2=O)ccc1[N+](=O)[O-] | 1541 | 1611
O=C1C=C(O)C(n2cncn2)C(c2ccc(F)cc2)C1 (stereo not drawn) | 1718 | 1512
COc1ccc(N2C(=O)/C(=C\c3ccco3)N=C2SCC(=O)NC(C)(C)C)cc1Cl | 1715 | 1677
O=C(N/N=C/c1ccc[nH]1)c1ccc([N+](=O)[O-])cc1 | 1840 | 1738
O=C(CCN1CCN(c2ccccc2)CC1)N/N=C/c1ccc(O)c(O)c1O | 2070 | 1441
CC(=O)c1ccc(NC(=O)c2c(C)nn(-c3ccccc3)c2Cl)cc1 | 1856 | 1715
Cc1ccc(F)c(NC=C2C(=O)OC(C)(C)OC2=O)c1 | 1788 | 1502
COC(=O)CCNS(=O)(=O)c1ccc2ccccc2c1 | 1514 | 1589
O=C(/C=C/c1ccc(S(=O)(=O)N2CCOCC2)cc1)NC(=S)NCCCn1ccnc1 | 1488 | 1627
Cc1ccnc(N2C(=O)CSC2c2ccc(Cl)cc2)c1 (stereo not drawn) | 1595 | 1289
O=C(NC(=S)NCCc1ccccc1)C1CCCCC1 | 1904 | 1386
CC(=O)c1sc(NC(=O)c2ccc(C(C)(C)C)cc2)nc1C | 2152 | 2151*
COc1ccc(NC(=O)Cc2c(F)cccc2Cl)cc1 | 1877 | 1565

Entries of single compounds from above. Order of screens: SRC1 TRFRET art	SRC3 TRFRET art
`COC(=O)CCNS(=O)(=O)c1ccc2ccccc2c1` in the list: 1514	1589
`O=C(/C=C/c1ccc(S(=O)(=O)N2CCOCC2)cc1)NC(=S)NCCCn1ccnc1` in the list: 1488	1627
`Cc1cc(OCCn2cnc3ccccc3c2=O)ccc1[N+](=O)[O-]` in the list: 1541	1611
`O=C1C=C(O)C(n2cncn2)C(c2ccc(F)cc2)C1` (stereo not drawn) in the list: 1718	1512
`COc1ccc(N2C(=O)/C(=C\c3ccco3)N=C2SCC(=O)NC(C)(C)C)cc1Cl` in the list: 1715	1677

The listing picks up; the 4 compounds before the break are reprinted first.
SMILES | SRC1 TRFRET art | SRC3 TRFRET art
Cc1ccnc(N2C(=O)CSC2c2ccc(Cl)cc2)c1 (stereo not drawn) | 1595 | 1289
O=C(NC(=S)NCCc1ccccc1)C1CCCCC1 | 1904 | 1386
CC(=O)c1sc(NC(=O)c2ccc(C(C)(C)C)cc2)nc1C | 2152 | 2151*
COc1ccc(NC(=O)Cc2c(F)cccc2Cl)cc1 | 1877 | 1565
CC1=CCn2c(=O)c3ccccc3c(=O)n2C1 | 1798 | 1678
CCN(CC)CCNC(=O)C1c2cc(OC)c(OC)cc2C(=O)N(C)C1c1cccs1 (stereo not drawn) | 1736 | 1394
O=C(NNC(=O)c1ccc(Br)o1)c1ccc(NC(=O)c2ccccc2)cc1 | 1954 | 1621
Cc1cccnc1NC(=S)Nc1ccc(Cl)c(Cl)c1 | 1639 | 1592
COCCn1c(SC2CCCCC2=O)nnc1-c1ccncc1 (stereo not drawn) | 1885 | 1713
CC1(C)CC(=O)C(C=NCCN2CCN(C3CC(=O)N(c4ccc(Br)cc4)C3=O)CC2)=C(O)C1 (stereo not drawn) | 1591 | 1541
Cc1cc(=O)[nH]c(SCC(=O)Nc2cc(S(=O)(=O)N(C)C)ccc2Cl)n1 | 1638 | 1450
CSc1ccc(-c2cccc([N+](=O)[O-])c2)nn1 | 1839 | 1446
CCn1c(SCC(=O)O)nc2ccccc21 | 1696 | 1633
CCN(CC)S(=O)(=O)c1cccc(C(=O)OCC(=O)NC(C)c2ccccc2)c1 (stereo not drawn) | 1613 | 1489
CC(=O)Nc1ccccc1Sc1ccc2c3c(cccc13)C(=O)N(c1ccc(C)cc1)C2=O | 1836 | 1647
CC(NC(=O)COC(=O)c1cc(NS(=O)(=O)c2ccc(Cl)c([N+](=O)[O-])c2)ccc1O)C1CC2CCC1C2 (stereo not drawn) | 1867 | 1535
Cc1cc(C)cc(NCc2cc(=O)oc3cc(-c4ccccc4)c(O)cc23)c1 | 1721 | 1597
COc1cc(C2NC(=S)NC(c3ccccc3)=C2C(C)=O)ccc1O (stereo not drawn) | 1705 | 1499
COc1ccc(/C=C/C(=O)NCCOc2ccc(C)cc2)cc1 | 1679 | 1456
C[C@@H](CN1C2=NC[C@H](C)N2C[C@H]1Cc1ccc(O)cc1)NC(=O)CCC1CCCCC1 | 1706 | 1604
CCN(CC)C(=S)NCCc1ccccc1 | 1876 | 1695
NC(=O)C(CC(=O)O)NC(=O)[C@@H]1CCOc2c(I)cc([N+](=O)[O-])cc2C(=O)N[C@@H](CCC(=O)O)C(=O)N[C@@H](CO)C(=O)N1 (stereo partly drawn) | 1609 | 1527
CCN(CC)c1ccc([N+](=O)[O-])cc1C(=O)N1CCOCC1 | 1682 | 1700
O=C(c1ccccc1F)N1CCN(c2ccc([N+](=O)[O-])c(NCC3CCCO3)c2)CC1 (stereo not drawn) | 1735 | 1474
CC(=O)NNC(=S)Nc1cc(S(=O)(=O)N(C)C)ccc1C | 1664 | 1512
COc1cc2c3c(c1OC)C1(C=CC(=NNC(N)=O)C=C1)CC3N(C(C)=O)CC2 (stereo not drawn) | 1519 | 1386
COc1ccc(C(=O)NC(=S)NCc2ccccc2)cc1OC | 1970 | 1602
O=C(c1ccco1)N1CCN(C(=O)c2cc3cc([N+](=O)[O-])ccc3oc2=O)CC1 | 1780 | 1657
CCOC(=O)CC(NC(=O)c1cc2cc(Br)ccc2oc1=O)c1cccc([N+](=O)[O-])c1 (stereo not drawn) | 1821 | 1559
CC[n+]1c(C)sc2c3ccsc3ccc21 | 1590 | 1468
Cn1c(=O)c(=O)n(C)c2cc(S(=O)(=O)N3CCN(c4ccc(F)cc4)CC3)ccc21 | 1686 | 1737
CC(C)Oc1cccc(OCCN2C(=O)c3ccccc3C2=O)c1 | 1634 | 1582
CCOc1ccc(NC(=O)c2sc(N3CCOCC3)nc2-c2ccccc2)cc1 | 1934 | 1728
Cc1oc(-c2ccoc2)nc1CN(CC1CCC(=O)N1)C(C)C (stereo not drawn) | 1723 | 1452
N#Cc1nc(-c2ccc(Cl)cc2)oc1NCC1CCCO1 (stereo not drawn) | 1536 | 1685
CCOC(=O)N1CCC(NC(=O)CN2C(=O)C(CC)Oc3ccc(C)cc32)CC1 (stereo not drawn) | 1790 | 1479
CN(C)S(=O)(=O)c1cc(NC(=O)CN2CCOCC2)ccc1Cl | 1767 | 1744
Cc1ccc(CNC(=O)CCC2CCCN(C(=O)c3ccc4c(c3)OCO4)C2)o1 (stereo not drawn) | 1690 | 1715
CCN(CC)C(=O)N1CCN(C(=O)N2CCOCC2)CC1 | 1670 | 1392
N#CCCN(C(=O)COC(=O)c1ccc2c(=O)n3c(nc2c1)CCC3)c1ccc(F)cc1 | 1814 | 1559
Cc1cccc(NC(=O)[C@H](Cc2ccccc2)NC(=O)OCc2ccccc2)c1 | 1979 | 1748
CCCCCCCCCCC(=O)Nc1cccnc1 | 1668 | 1480
O=C(NCc1ccccc1)C1CCC(CNc2c(N3CCCCC3)c(=O)c2=O)CC1 (stereo not drawn) | 1751 | 1459
O=C(Nc1cccc(S(=O)(=O)Nc2ccccc2F)c1)c1ccc2ccccc2n1 | 2060 | 1708
O=C(COC(=O)/C(=C/c1cccs1)c1cccs1)NCc1ccccc1Cl | 1917 | 1478
O=C(c1cc(N2C(=O)C3C4CCC(C4)C3C2=O)ccc1Cl)N1CCN(c2ccccc2F)CC1 (stereo not drawn) | 1921 | 1376
Cc1cccc(Nc2n[nH]c(C)c2[N+](=O)[O-])c1 | 1633 | 1602
O=C(Nc1cccc([N+](=O)[O-])c1)c1ccc(-c2ccccc2)cc1 | 1619 | 1587
O=C(OCn1nnc2ccccc2c1=O)c1cccs1 | 1760 | 1599
CC1Cc2ccccc2N1C(=O)CSc1nncn1C (stereo not drawn) | 1734 | 1357
Cc1ccc(NC(=O)c2ccc3c(c2)C(=O)N(Cc2cccnc2)C3=O)c(C)c1 | 1915 | 1650
O=C(COC(=O)c1ccccc1O)Nc1ccc(S(=O)(=O)N2CCCCC2)cc1 | 1877 | 1478
Cc1ccc(N)c(C(=O)CCCCC(=O)O)c1 | 1728 | 1493
COc1cc(/C=C/C(=O)N2c3ccccc3Sc3ccc(C(F)(F)F)cc32)cc(OC)c1OC | 1894 | 1509
Cc1ccc(/C=C/C(=O)Nc2ncc(C)s2)o1 | 1822 | 1568
COc1cc(NC(=S)N2CCN(c3ccccn3)CC2)cc(OC)c1OC | 1870 | 1635
COCCNC(=O)/C(C#N)=C/c1cccc(OCc2ccccc2)c1 | 2007 | 1687
COc1ccc(CCNC(=O)C2CCN(S(=O)(=O)c3cccs3)CC2)cc1OC | 1859 | 1494
Cc1nc2ccccc2c2oc(C(=O)NCC3COc4ccccc4O3)cc12 (stereo not drawn) | 1789 | 1696
CCC(C)NCCOc1cc(C)cc(C)c1C (stereo not drawn) | 1883 | 1702
O=C(Nc1ccc(F)cc1)c1ccc(COc2ccccc2)cc1 | 1588 | 1724
CC(=O)Oc1c(C(=O)c2nnc(C)o2)c(=O)n(Cc2ccccc2)c2ccccc12 | 1631 | 1483
CCOc1cc(CN2CCSCC2)ccc1O | 1632 | 1456
CN(C)/C=C(\C#N)C(=O)N/N=C/c1ccc(Cl)cc1 | 1999 | 1869

Later entries
SMILES | SRC1 TRFRET art | SRC3 TRFRET art
CCCS(=O)(=O)N1CCCC(C(=O)NCC(OC)OC)C1 (stereo not drawn) | 1622 | 1557
CCCNC(=O)c1nc(C)n(-c2ccc([N+](=O)[O-])cc2)n1 | 1795 | 1693
CC(Sc1nc2ccccc2s1)C(=O)Nc1ccc2c(c1)OCO2 (stereo not drawn) | 2024 | 1706
CCOC(=O)c1c(NC(=O)CCN2CCOCC2)sc(C)c1-c1ccccc1 | 2061 | 1619
COCCn1c(=O)[nH]c2cc(C(=O)NCCc3ccc(S(N)(=O)=O)cc3)ccc2c1=O | 2056 | 1755
COc1ccc(C(=O)C2CCCN(C(=O)c3noc4c3CCCC4)C2)cc1F (stereo not drawn) | 1587 | 1498
CCn1c(OC)nc2c1c(=O)n(C)c(=O)n2C | 1596 | 1379
c1ccc(-c2nnc3sc(CN4CCC5(CC4)OCCO5)cn23)cc1 | 1646 | 1722
O=C(NCCCN1CCOCC1)c1ccc(-c2ccc(Cl)cc2)o1 | 1799 | 1383
C#CCOCCOCCOCCNc1nc(N2CCN(C(=O)[C@H](C)n3cc(CCCN=C(N)N)nn3)CC2)nc(N2CCN(C(=O)[C@H](CCCCN)n3cc(CCCC)nn3)CC2)n1 | 1685 | 1717
CCOC(=O)NCc1ccc(CNC(=O)OCC)cc1 | 1725 | 1479
CN1CC(c2ccccc2)C(c2ccc(Cl)cc2)=N1 (stereo not drawn) | 1819 | 1523
CSc1nnc(-c2cccc(NC(=S)NN)c2)o1 | 1826 | 1569
COc1ccccc1C(=O)Nc1onc(C)c1C#N | 1640 | 1657
CCN1C(=O)N(C(C)=O)C2C1N(C(C)=O)C(=O)N2C(C)=O (stereo not drawn) | 1741 | 1475
NC(=O)NC(Cc1ccccc1)c1ccccc1 (stereo not drawn) | 1946 | 1536
Cc1cc(C)n(C(=O)c2ccc(Cl)c(F)c2F)n1 | 1600 | 1547
CCCCCCNC(=O)CCCCCNS(=O)(=O)c1ccc(OC)cc1 | 1724 | 1468
O=C(CCN1C(=O)C2CCCCC2C1=O)Nc1nc(-c2ccc(F)c(F)c2)cs1 (stereo not drawn) | 1896 | 1600
CCN(C(=S)Nc1cc(S(=O)(=O)N2CCOCC2)ccc1Cl)c1cccc2ccccc12 | 1995 | 1722
Cc1cccc(NC(=O)C2C(c3ccccc3)C2(Cl)Cl)c1 (stereo not drawn) | 1698 | 1590
Cc1nnc(-c2cccc(C(F)(F)F)c2)nc1N1CCOCC1 | 1680 | 1751
COc1cc(C(=S)N2CCOCC2)ccc1OC(=O)Cc1ccc(F)cc1 | 1603 | 1616
Cc1ccc(-c2oc3ccccc3c(=O)c2OCC(=O)O)cc1 | 1579 | 1504
CCN(CC)C(=O)/C(NC(=O)c1ccccc1)=C(/Sc1ncccn1)c1ccccc1 | 1762 | 1556
S=C(NCc1ccc(Cl)cc1)NCc1ccccn1 | 1753 | 1610
Cc1csc(SCC(=O)NC(=O)NC(C)C)n1 | 1881 | 1619
Cc1ccccc1NC(=O)CSc1nc2n(n1)CCCCC2 | 1626 | 1674
CCOc1ccccc1NC(=O)CSC1=C(C#N)C(c2ccco2)C(C(=O)Nc2nc3ccccc3s2)=C(C)N1 (stereo not drawn) | 1710 | 1814
COc1cc(SC)ccc1C(=O)NCCOc1ccc(F)cc1 | 2028 | 1526
COc1ccc(NC(=O)CSC2=NCCN2)cc1 | 1857 | 1378
CNCCCCOc1ccc(C(C)(C)C)cc1Cl | 1725 | 1523
C/C=C/C(=O)NCCc1ccc(OC)c(OC)c1 | 1823 | 1728
CCn1cc2c(c1-c1cccc(C)c1)c(=O)n(C)c(=O)n2C | 2124 | 1655
CCC(=O)Nc1cccc(-c2cn3ccccc3n2)c1 | 1717 | 1539
